MC4R ag barr – human MC4R agonism via beta-arrestin; P32245; AID 540308; actives 0.98% (n = 360,000); activation, % at 8.9 µM; U2OS MC4R beta-arrestin complementation, luminescence; percent of melanotan II response, DMSO zero;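 active = activation above a per-plate cutoff, the mean activation of sample wells on that plate plus 3 SD, cut at about 8% in these data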
Target sequence (P32245 whole entry, looked up): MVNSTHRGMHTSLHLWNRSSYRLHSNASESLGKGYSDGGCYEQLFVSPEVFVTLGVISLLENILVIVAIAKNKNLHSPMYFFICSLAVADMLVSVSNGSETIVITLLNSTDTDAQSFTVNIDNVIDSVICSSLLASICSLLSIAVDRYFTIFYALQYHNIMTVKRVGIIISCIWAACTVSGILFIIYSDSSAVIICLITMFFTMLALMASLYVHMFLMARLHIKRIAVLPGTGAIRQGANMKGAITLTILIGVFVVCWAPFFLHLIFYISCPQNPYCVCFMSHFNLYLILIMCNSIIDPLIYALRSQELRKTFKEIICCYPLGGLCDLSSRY
ABHD5 PLIN5 PPI – ABHD5-PLIN5 protein interaction inhibition. Q00G26+Q8WTS1. Split G. princeps luciferase complementation, luminescence, 4 h. inhibition, % at 4 µM. actives 0.78% (n = 360,000);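 active = inhibition above the mean inhibition across every tested compound plus 3 SD, cut at about 22% in these data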;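 also: 0% = DMSO only wells and the 100% control is not disclosed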
NCOA2 inhibitor – human SRC2 (NCOA2) inhibition; HEK293 GAL4-SRC2 luciferase reporter, luminescence; inhibition, % at 9 µM; actives 0.17% (n = 370,000);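 active = inhibition above the mean inhibition of all tested compounds plus 3 SD, set per campaign, cut at about 52% in these data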;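 also: 0% = DMSO treated cells and 100% = cells given Gossypol at 36 µM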
MC4R antag cAMP – antagonists of human melanocortin 4 receptor (MC4R) | inhibition, % at 6.5 µM | actives 0.48% (n = 360,000) | AID 540295 | MC4R-expressing cells, MTII-stimulated cAMP, LANCE TR-FRET | P32245;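 active = inhibition above its plate's cutoff, the mean of tested wells on that plate plus 3 SD, cut at about 29% in these data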;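 also: 0% = Melanotan II alone and 100% = Melanotan II plus saturating MCL0020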
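System: U2OS-MC4R stable cell line; Technique: Eu-cAMP/anti-cAMP TR-FRET, emission 671 nm; Repeats: single well per compound; Also added: Melanotan II; Dosing: one concentration, 6.5 µM nominal; Schedule: 30-min compound, 1-h challenge, 1-h detection, room temperature.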
NCOA1 inh – inhibits human SRC1 coactivator; inhibition, % at 3.6 µM; Q15788; HEK293 GAL4-SRC1 luciferase reporter, luminescence; AID 588354; actives 0.12% (n = 360,000);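 active = inhibition above the campaign mean plus 3 SD, with each screening campaign given its own cutoff, cut at about 60% in these data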;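 also: 0% = DMSO treated cells and 100% = gossypol at 36 µM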
COUP-TFII inh – blocks human COUP-TFII nuclear receptor | actives 0.7% (n = 370,000) | AID 686940 | HEK293T NGFI-A luciferase reporter, luminescence | P24468 | inhibition, % at 8.6 µM;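 active = inhibition above a per-plate cutoff, mean inhibition of test wells between control levels plus 3 SD, cut at about 38% in these data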;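 also: cells cotransfected with COUP-TFII expression vector driving the NGFI-A reporter; 0% = median of COUP-TF2 test wells and 100% = reporter-only cells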
NOD2-RIPK2 inh – inhibitors of human NOD2-RIPK2 interaction. O43353. CHO BLA complementation NOD2-RIPK2, CCF4 ratio. inhibition, % at 4.98 µM. actives 0.38% (n = 360,000); in the data active = inhibition above about 21%;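 also: 0% = vehicle only and 100% = reference blocker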
TLR9-MyD88 inh – inhibitors of human TLR9-MyD88 binding. CHO BLA complementation TLR9-MyD88, CCF4 FRET ratio. actives 0.21% (n = 340,000). inhibition, % at 4.98 µM. Q9NR96+Q99836;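 active = inhibition above the mean over all tested compounds plus 3 SD, cut at about 21% in these data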;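 also: 0% = DMSO only wells and 100% = clavulanate BLA inhibitor control wells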
SRC3 inh – inhibitors of human steroid receptor coactivator 3 (SRC3). actives 0.17% (n = 360,000). AID 588352. inhibition, % at 3.6 µM. Q9Y6Q9. HEK293 GAL4-SRC3 luciferase reporter, luminescence;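 active = inhibition above a per-campaign cutoff, the mean of all compounds plus 3 SD, cut at about 60% in these data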;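 also: 0% = DMSO-treated cells and 100% = gossypol-treated cells at 36 µM; higher means less SRC3-driven luciferase light from the GAL4 reporter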
LRH-1 inv ag – NR5A2 inverse agonism in reporter assay. O00482. HEK293T StAR-luciferase reporter, LRH-1 transfected, 24 h. inhibition, % at 3.6 µM. actives 0.13% (n = 360,000);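 active = inhibition above the mean inhibition of all tested compounds plus 3 SD, cut at about 73% in these data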;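 also: 0% = DMSO wells and 100% = reporter-only cells lacking LRH-1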
Target sequence (O00482 whole entry, looked up): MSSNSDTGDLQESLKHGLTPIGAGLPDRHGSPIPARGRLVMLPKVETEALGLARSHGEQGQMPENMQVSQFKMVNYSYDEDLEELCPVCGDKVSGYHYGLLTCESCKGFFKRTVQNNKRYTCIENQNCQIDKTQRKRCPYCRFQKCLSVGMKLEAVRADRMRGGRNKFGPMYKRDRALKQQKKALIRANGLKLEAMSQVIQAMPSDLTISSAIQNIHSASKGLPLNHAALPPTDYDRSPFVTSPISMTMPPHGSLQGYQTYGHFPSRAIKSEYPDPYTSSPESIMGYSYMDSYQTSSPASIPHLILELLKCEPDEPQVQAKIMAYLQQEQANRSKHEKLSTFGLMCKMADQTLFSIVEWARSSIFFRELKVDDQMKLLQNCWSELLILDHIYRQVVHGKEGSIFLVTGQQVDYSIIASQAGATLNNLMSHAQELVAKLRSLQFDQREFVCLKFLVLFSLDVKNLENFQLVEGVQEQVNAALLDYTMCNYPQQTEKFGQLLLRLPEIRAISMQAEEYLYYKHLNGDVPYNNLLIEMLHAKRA
LMP1 NFkB inh – inhibitors of Epstein-Barr LMP1-induced NF-kappaB reporter; actives 0.69% (n = 350,000); inhibition, % at 12.5 µM; AID 504558; LMP1-induced NF-kappaB luciferase reporter cells, luminescence; in the data active = inhibition above about 41%;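 also: 0% = neutral control wells and 100% = reference inhibitor control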
Active calls of the source: *; · = not tested or not shown.

smiles	NOD2-RIPK2 inh	MC4R antag cAMP	MC4R ag barr	ABHD5 PLIN5 PPI	LRH-1 inv ag	SRC3 inh	TLR9-MyD88 inh	NCOA1 inh	LMP1 NFkB inh	NCOA2 inhibitor	COUP-TFII inh
Cc1ccc(OCC(=O)c2c[nH]c3ccccc23)c([N+](=O)[O-])n1	-9	7	-2.8	4	-12	-1	-4	-38	-10	-27	5
Cc1noc(C)c1CSCC(=O)N(C)CC(=O)Nc1ccc(Cl)cc1	-13	0	-2.6	-1	12	25	3	5	-16	17	8
c1ccc(COc2ccc(OCCCCN3CCCCC3)cc2)cc1	-11	-1	0.6	-2	-40	-25	-10	-11	-16	-19	-27
COc1ccc(NC(=O)CSc2nnc(CNC(=O)COc3ccc(Cl)cc3)o2)cc1	-8	0	0.8	2	13	8	-5	-28	6	-10	14
COc1cccc(OCc2cc(/C=N/n3cncn3)ccc2OC)c1	8	7	0.7	1	-5	5	-9	0	2	-9	-8
COc1ccc(CCNC(=O)CSc2nc(C)cs2)cc1	-9	-4	0.3	-5	-12	-1	11	13	-1	-6	14
COc1cc(/C=N/NC(=O)c2ccc(CN3C(=O)c4cccc5cccc3c45)cc2)cc(OC)c1O	-16	-8	-2.6	11	4	0	-3	-13	11	-13	3
CCc1nnc(SCC(=O)Nc2ccc3ccccc3c2)n1N	3	-2	-0.1	-1	3	-2	-3	-8	-1	-20	10
O=C(COc1ncnc2ccccc12)NCCc1ccccc1	4	6	-0.7	-10	-7	4	-19	-20	5	-7	-1
CCOc1ccc(C2=CS/C(=C(\C#N)c3nnc4n3CCCCC4)N2CC)cc1	-1	21	-1.2	2	9	7	-1	0	10	10	3
O=C(c1cc(C2CC2)nn1-c1ccccc1)N1CCN(S(=O)(=O)c2ccccc2)CC1	1	15	-5.9	-2	14	-6	2	-27	1	13	-25
O=C(c1cc2cc(F)ccc2[nH]1)N1CCN(c2ccc(F)cc2)CC1	1	15	9.4*	-5	5	-39	1	7	5	0	10

3 entries already listed, ordered by their value in SRC3 inh, smallest number first.
smiles	NOD2-RIPK2 inh	MC4R antag cAMP	MC4R ag barr	ABHD5 PLIN5 PPI	LRH-1 inv ag	SRC3 inh	TLR9-MyD88 inh	NCOA1 inh	LMP1 NFkB inh	NCOA2 inhibitor	COUP-TFII inh
c1ccc(COc2ccc(OCCCCN3CCCCC3)cc2)cc1	-11	-1	0.6	-2	-40	-25	-10	-11	-16	-19	-27
CCOc1ccc(C2=CS/C(=C(\C#N)c3nnc4n3CCCCC4)N2CC)cc1	-1	21	-1.2	2	9	7	-1	0	10	10	3
Cc1noc(C)c1CSCC(=O)N(C)CC(=O)Nc1ccc(Cl)cc1	-13	0	-2.6	-1	12	25	3	5	-16	17	8

Next section.
smiles	NOD2-RIPK2 inh	MC4R antag cAMP	MC4R ag barr	ABHD5 PLIN5 PPI	LRH-1 inv ag	SRC3 inh	TLR9-MyD88 inh	NCOA1 inh	LMP1 NFkB inh	NCOA2 inhibitor	COUP-TFII inh
CCN1CCN(C(=S)Nc2cccc([N+](=O)[O-])c2)CC1	2	7	-2.6	1	-19	-6	8	-3	-2	-10	17
COc1ccc2c(CN3CCCCC3)cc(=O)oc2c1	-15	·	·	6	-42	-15	·	-29	·	-33	-76
CC(=O)c1cccc(S(=O)(=O)Nc2cccc(S(=O)(=O)NC3=NCCC3)c2)c1	0	1	-1.2	1	5	20	-7	-32	-39	-28	6
CCOC(=O)N1CCN(C(=O)c2ccc3c(=O)n(Cc4ccccc4)c(=S)[nH]c3c2)CC1	2	3	-2.2	-10	14	-8	0	-6	1	15	3
CCOc1ccc(Br)cc1S(=O)(=O)Nc1ccc(C(=O)OCC(=O)Nc2ccc(C#N)cc2)cc1	-2	0	1.0	3	-1	-3	11	1	-10	-1	7
Fc1ccc(-c2[nH]ncc2-c2nnnn2-c2ccccc2)c(F)c1	0	6	-0.9	-1	12	12	-1	4	8	-17	19
CC(Oc1ccc(C(C)(C)C)cc1)c1ccnc2nc(/N=C/N(C)C)nn12 (stereo unspecified)	-8	12	-1.2	-3	-11	-6	2	-2	-17	2	-13
Nc1cc(=O)[nH]c(SCC(=O)NNC(=O)Cc2ccccc2)n1	-9	1	-0.9	2	-16	-10	0	2	-1	10	-1
Cc1ccccc1NC(=O)COC(=O)c1cc(S(=O)(=O)N2CCOCC2)ccc1C	-15	9	-3.0	7	24	7	-2	-19	-3	6	13
COc1cc(/C=C/CO)ccc1O[C@@H]1O[C@H](CO)[C@@H](O)[C@H](O)[C@H]1O	-6	-2	-0.5	5	-3	-8	-1	-16	-9	27	16
O=c1c2ccccc2c(C=NC2CCS(=O)(=O)C2)c(O)n1-c1ccccc1 (stereo unspecified)	-7	-2	-0.9	3	6	2	11	-12	-7	15	-2
Cc1ccc(S(=O)(=O)NCC(NCc2ccc(F)cc2)c2ccccc2)cc1 (stereo unspecified)	-6	6	2.0	4	-16	-5	-3	-9	-2	-27	18
Cc1cc(C)n(-c2nc3ccccc3nc2N2CCN(C(=O)c3ccc(F)cc3)CC2)n1	-1	-9	-0.1	-3	10	-7	-2	5	-4	-2	7
CCCCCC(=O)N1C[C@H](O)[C@@H](n2cc(-c3ccc(F)cc3)nn2)C[C@@H]1c1ccccc1	-9	3	0.1	-6	6	23	-1	-1	-1	15	-5
CCOC(=O)c1cc(-c2ccc(C)o2)n[nH]1	-8	4	2.1	6	6	11	-3	17	18	-21	-18
CN[C@@H](C)C(=O)NC[C@H]1O[C@@H](n2cnc3c(N)ncnc32)[C@H](O)[C@@H]1O	-16	6	-1.4	3	-10	6	1	2	-4	-6	9
N#C/C(=N\Nc1ccc(S(=O)(=O)N2CCCCCC2)cc1)C(N)=S	-1	14	-2.8	-6	-24	11	15	-46	-3	-10	10
CC(=O)N1CCN(S(=O)(=O)c2cccc(C(=O)NC3CC3)c2)CC1	-18	2	2.0	11	17	14	-11	1	31	10	-4
CC(C)(C)S(=O)(=O)c1cnc(N2CCCC2)nc1N	-13	10	0.0	5	2	7	-5	-27	-3	-55	3
CCc1cc2c(=O)c(-c3nc(C)cs3)c(CCCC(=O)O)oc2cc1O	2	6	-4.0	-6	11	-5	-3	-10	4	-12	1
O=C(/C=C/c1cccc(Br)c1)OCC(=O)N1CCN(c2ccccc2)CC1	3	2	-2.6	1	9	-20	-3	5	-2	-28	13
O=C(CC1C(=O)NCCN1Cc1ccc(F)cc1)NCCCn1cccn1 (stereo unspecified)	-2	1	-0.1	1	-13	13	-1	-35	-3	6	11
Cc1cc2occ(CC(=O)N(C)CC(=O)Nc3ccccc3C(F)(F)F)c2cc1C	-10	1	0.7	-1	8	7	7	-24	7	-15	12
CCOC(=O)c1cc(S(=O)(=O)NCC2CCN(Cc3cccc(C)c3)CC2)cn1C	-7	-1	0.6	2	-4	-5	2	-7	-10	8	-13
OCCCc1nc2ccccc2n1CCOc1ccccc1	0	3	0.2	-6	3	8	-16	10	7	-2	15
COc1ccc2c(c1)[nH]c1c(=O)n(CCC3=CCCCC3)cnc12	-6	-4	-0.9	-2	11	3	4	2	-23	-36	3
CCN(CC)CCOC(=O)C1(C2CCCCC2)CCCCC1	-1	23	2.6	3	-7	-20	-8	3	-4	-7	-3
CCn1c(SCc2nc3ccccc3[nH]2)nnc1-c1ccccc1OC	-5	-2	-1.4	-2	1	6	-9	6	3	0	30
Cc1cccc(NC(=O)COC(=O)CC2CCCC2)c1C	-4	7	0.3	-4	21	-8	-7	-19	0	-24	-14
Cc1ccc([N+](=O)[O-])c(C(=O)N/N=C/c2cccs2)c1	8	-1	0.2	-8	4	7	-4	-33	-3	-20	-2
COc1ccc(Cn2c(=O)cc(C)[nH]c2=S)cc1	4	9	0.3	5	-14	18	-2	-15	-3	1	2
CC(=NNC(=O)c1ccncc1)c1ccc(Cl)c(Cl)c1	2	-4	-3.2	-6	-3	0	-3	-11	-8	-3	6
CC(Oc1cccc(Br)c1)C(=O)N1CCCN(C)CC1 (stereo unspecified)	-8	-4	-3.1	0	-5	17	-1	10	0	-64	2
O=C(CSc1cnc2ccccc2n1)c1ccc(F)cc1	3	2	0.7	-16	-98	-59	5	-75	-1	-28	-61
CC(=O)C(Sc1ccc2nnc(-c3cccnc3)n2n1)C(C)=O	1	24	-3.6	0	-4	-12	4	-6	-3	3	-3
Cc1ccc2cc(CN(CC(C)C)S(=O)(=O)c3ccccc3)c(=O)[nH]c2c1	-13	-11	-0.5	-1	9	-3	3	-4	-1	·	·
O=[N+]([O-])/C=C/c1cn(Cc2ccc(Cl)cc2)c2ccccc12	21*	-19	2.9	45*	22	19	2	-13	9	-16	3
CCOC(=O)c1c[nH]c2ccc([N+](=O)[O-])cc12	-11	-7	-1.7	-6	3	-9	-10	4	8	-23	-10
CCCCn1c(N)c(S(=O)(=O)c2ccc(C)cc2)c2nc3ccccc3nc21	0	3	0.7	-19	17	24	1	9	-6	2	7
Cc1ccc(C(=O)N2CCCCC2)cc1S(=O)(=O)N1CCCCCC1	-9	6	-1.2	-3	5	5	-4	0	9	8	-12
Cc1c(C(=O)Nc2cccc(Cl)c2)cn2c(nc3ccccc32)c1C#N	4	-8	5.2	5	1	11	6	4	5	2	19
CC(OC(=O)Cc1cccc(C(F)(F)F)c1)C(=O)Nc1ccc(Cl)cn1 (stereo unspecified)	3	-2	1.1	0	-1	-5	2	-7	-8	-3	12
CCn1ncc(Cl)c1C(=O)NC(=S)Nc1c(C)cc(C)cc1[N+](=O)[O-]	-3	7	0.0	0	3	6	4	-7	-5	5	0
CCc1n[nH]c(=S)n1/N=C/c1cc(Br)c(OC)cc1OC	5	-3	-1.7	-4	19	19	4	13	4	-23	4
CSCCC(C(=O)Nc1c(C)cccc1C)n1c(-c2cnc(C)cn2)nc2ccccc21 (stereo unspecified)	-8	·	·	4	1	·	·	·	·	-21	8
CCN(CC)c1ccc(/C=N/NC(=O)c2cnccn2)c(O)c1	10	-24	-2.5	-1	-3	39	-5	10	67*	1	-46
CC1CCN(C2=NC(=O)/C(=C/c3ccc(O)cc3)S2)CC1	-8	-32	-0.2	2	-10	-16	-5	-27	4	-48	-27
COC(=O)[C@H](Cc1ccccc1)NC(=O)NCCC1=CCCCC1	-3	6	-1.6	-6	-17	-13	-7	7	3	-3	-18
Cc1nc(-c2ccccn2)sc1C(=O)Nc1ccc(Cl)c(Cl)c1	-2	2	1.0	3	-6	-29	7	-23	-31	-29	2
O=C(Nc1c(C(=O)N2CCCC2)cnn1-c1ccccc1)c1cccc(F)c1	9	-5	-2.4	1	14	3	-3	-12	1	13	-7
CN1CCN(S(=O)(=O)c2ccccc2)C(c2ccccc2)C1 (stereo unspecified)	-12	7	0.7	-8	6	-2	-5	-4	-4	10	-9

From PubChem BioAssay

This is a subset; the hit share may differ from the screen's.
